Bioassay records from PubChem.
FLuc counter: counter-screen for miR-21 project: firefly luciferase inhibitors or activators. P08659. purified FLuc, Km substrates, luminescence inhibition. Potency, µM (highest dose often 57.5 µM), for inactives: at the top dose activity change, negative = inhibition, hits mostly inhibitors. 360,000 tested, 6.9% active. AID 588342;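 note: plate controls were vehicle for no effect and reference inhibitor for full effect; nearly all actives have a fitted effect of over 55% in size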
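Purified P. pyralis luciferase, 10 nM final, with Km-level 10 uM D-luciferin and 10 uM ATP in 50 mM Tris acetate pH 7.5, 10 mM Mg acetate, 0.01% Tween-20, 0.05% BSA; 6-point qHTS titration about 60 µM downward; luminescence read.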
MBNL1 CUG block: blocks human MBNL1 binding to CUG repeat RNA. Potency, µM (series often up to 57.5 µM), inactives show at the top dose activity change, negative = inhibition, most hits filed as inhibitors. Q9NR56. TR-FRET MBNL1-His/biotin-(CUG)12 binding, 665/545 ratio. 280,000 tested, 0.036% active; active = well fitted inhibition curve with a large enough effect in the signal ratio, with a control signal flat, not every such curve was filed as active; inconclusive = small, poorly fitted or top-dose-only effect, or effect the other way, or a change in a side signal; inactive = no such curve, though single readings can be large or run the other way; the % refers to the signal ratio; note: % is set by controls: 0 for no effect and ±100 for the full control effect
Target sequence (Q9NR56 whole entry, looked up): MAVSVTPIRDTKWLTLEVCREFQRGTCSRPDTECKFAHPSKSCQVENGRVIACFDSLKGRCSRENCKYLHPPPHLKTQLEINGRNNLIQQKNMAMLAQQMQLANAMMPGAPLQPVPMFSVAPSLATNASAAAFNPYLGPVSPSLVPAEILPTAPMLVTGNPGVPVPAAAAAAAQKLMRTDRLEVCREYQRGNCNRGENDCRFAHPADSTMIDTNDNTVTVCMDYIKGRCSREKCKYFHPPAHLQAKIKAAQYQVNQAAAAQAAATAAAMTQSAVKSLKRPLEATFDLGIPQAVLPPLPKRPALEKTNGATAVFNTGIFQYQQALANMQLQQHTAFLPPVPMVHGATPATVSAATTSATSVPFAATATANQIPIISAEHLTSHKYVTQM
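Compound titration spanned 92 nM–58 uM against the MBNL1-His/biotin-(CUG)12 complex. After 60 min at room temperature with 5 nM streptavidin-XL665 and 0.055 ng/ul terbium anti-His, ratiometric 665/545 nm emission (Ex 340 nm) normalized to controls.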
ELG1 genotox: induces genotoxicity in HEK293T cells with luciferase-tagged ELG1 | HEK293T ELG1-luciferase reporter, luminescence, 16 h | 330,000 tested, 1.3% active | Potency, µM (top dose mostly 46 µM), for inactives: top-dose activity change, positive = activation, hits mostly activators; note: % of control where 0% means no effect; nearly all actives have a fitted effect of over 60% in size
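Cells (2,000/well) expressing the ELG1-luciferase fusion are dosed by pin tool and kept 16 hr at 37 °C, 5% CO2. Signal comes from ONE-Glo luciferase reagent after 30 min at room temperature.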
Gal4-VP16 FLuc: inhibits Gal4-VP16 luciferase reporter, ROR gamma counter-screen; Drosophila S2 Gal4-VP16 UAS-luciferase, luminescence, 20 h; Potency, µM (top dose mostly 53.6 µM), for inactives: top-dose activity, negative = inhibition, actives largely listed as inhibitors; 310,000 tested, 3.5% active;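 note: Gal4-VP16 expression switched on by copper sulfate through the metallothionein promoter; % is set by controls: 0 for no effect and ±100 for the full control effect; nearly all actives have a fitted effect of over 50% in size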
BRCA1 expr act: activators of BRCA1 expression; 380,000 tested, 1.1% active; Potency, µM (top dose mostly 46.1 µM), inactives show at the highest dose activation, usual class: activators; MCF7-BRCA1-FFLuc reporter, luminescence, 48 h; response scale: scaled: vehicle 0%, 10 µM genistein 100%; note: nearly all actives have a fitted effect of over 80% in size; some results filed as inactive show a strong effect at the top dose
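MCF7-BRCA1-FFLuc, 2000 cells/well; 2 h attach, 37 °C/5% CO2; compound 48 h; luciferase substrate 15 min; luminescence end-point. Norm. to genistein 10 microM max activation and DMSO; concentration-response curves fitted.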
p53 reactivator: restores transcriptional activity of mutant p53; H1299 p53-A138V BP100-luciferase reporter, luminescence, 24 h; Potency, µM (titrated, usually from 92.2 µM), inactives show top-dose activity change, positive = activation, usual class: activators; 320,000 tested, 0.063% active; AID 504706; note: % of control where 0% means no effect; nearly all actives have a fitted effect of over 45% in size
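H1299 (p53-null), stable ts p53-A138V + BP100-Luc; 1000 cells/well, Opti-MEM/10% FBS; cpd 4 pt, 1:5; 24 h, 37 deg C, 5% CO2; detection reagent 10 min RT; luminescence.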
RORgamma inh: blocks mouse ROR gamma transcriptional activity | P51450 | Drosophila S2 Gal4-RORgamma UAS-luciferase reporter, 20 h | Potency, µM (titrated, usually from 53.6 µM), without a hit: top-dose activity change, negative = inhibition, actives largely listed as inhibitors | 310,000 tested, 5.4% active; note: % is set by controls: 0 for no effect and ±100 for the full control effect; nearly all actives have a fitted effect of over 60% in size
Target sequence (P51450 whole entry, looked up, the tested form may be a part): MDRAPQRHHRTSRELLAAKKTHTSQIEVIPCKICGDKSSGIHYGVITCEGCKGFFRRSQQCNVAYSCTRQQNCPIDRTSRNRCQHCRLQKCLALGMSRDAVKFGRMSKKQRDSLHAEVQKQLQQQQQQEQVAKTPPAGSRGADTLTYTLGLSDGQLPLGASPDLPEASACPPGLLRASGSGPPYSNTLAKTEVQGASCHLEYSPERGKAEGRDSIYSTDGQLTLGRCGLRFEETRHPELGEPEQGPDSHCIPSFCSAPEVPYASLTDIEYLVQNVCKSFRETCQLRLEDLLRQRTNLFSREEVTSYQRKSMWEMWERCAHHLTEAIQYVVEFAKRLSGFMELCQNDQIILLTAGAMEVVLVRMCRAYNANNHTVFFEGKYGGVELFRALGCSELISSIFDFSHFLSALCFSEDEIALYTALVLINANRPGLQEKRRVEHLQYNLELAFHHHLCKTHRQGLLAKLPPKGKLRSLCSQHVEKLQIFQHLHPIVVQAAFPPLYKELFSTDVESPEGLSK
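Stably transfected Drosophila Schneider cells are the test system, with ROR gamma fused to Gal4 and luciferase under UAS control; luminescence is read after 20 hr of 700 uM copper sulfate induction at ambient temperature.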
NPC1 prom act: activates the NPC1 promoter; Huh7 NPC1 promoter luciferase reporter, 24 h; Potency, µM (top dose mostly 9.22 µM), for the others: top-dose activation, actives largely listed as activators; 320,000 tested, 2.4% active; AID 485313;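 note: % of control where 0% means no effect; nearly all actives have a fitted effect of over 60% in size; reporter is driven by a mutant NPC1 promoter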
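Cells: Huh7 expressing luciferase under the NPC1 promoter, 1500/well. Seeded 2 h, compound added, incubated 24 h at 37 °C. Luciferase reagent, 10 min ambient, then luminescence.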
uPA surface inh: cell surface uPA generation inhibition; cell surface uPA generation assay, qHTS; Potency, µM (top dose mostly 38.3 µM), for the others: at the highest dose activity change, negative = inhibition, actives largely listed as inhibitors; 330,000 tested, 0.31% active; active = well fitted inhibition curve with a large enough effect; inconclusive = small, poorly fitted or top-dose-only effect; inactive = no such curve, though single readings can be large or run the other way; tested in mouse RAW 264.7 cells; note: % is set by controls: 0 for no effect and ±100 for the full control effect; nearly all actives have a fitted effect of over 55% in size
Rab9 promoter act: activators of Rab9 promoter. 320,000 tested, 2.8% active. AID 485297. Huh7 Rab9 promoter-luciferase reporter, luminescence, 24 h. Potency, µM (series often up to 9.22 µM), without a hit: top-dose activation, negative = inhibition, actives largely listed as activators; note: % of control where 0% means no effect; nearly all actives have a fitted effect of over 60% in size
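Measured in stably transfected Huh7 cells bearing a Rab9 promoter–luciferase construct: 24 h compound treatment at 37 °C, followed by luminescence detection.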
* hit, by the source's call; ? = inconclusive; / = not tested or not shown; & = joins results of further samples; [ ] = dose if it differs, or a comment. Unless noted, calls come from the whole dose curve; as a rule, active = well fitted curve in the direction sought with a large enough effect; inconclusive = small, poorly fitted or top-dose-only effect, or another doubt; inactive = no such curve, though single readings can be large; an effect the other way counts as inactive or inconclusive. Potency is the fitted concentration of half-maximal effect. Compounds were not picked by outcome. Share with any hit: about 13%.

SMILES	FLuc counter	MBNL1 CUG block	ELG1 genotox	Gal4-VP16 FLuc	BRCA1 expr act	p53 reactivator	RORgamma inh	NPC1 prom act	uPA surface inh	Rab9 promoter act
Cc1cccc(NC(=O)c2cc(S(=O)(=O)N3CCC4(CC3)OCCO4)ccc2F)c1	0%&5%	-1%	-8%	13%	-2%	-2%	12%	-2%	4%	-5%
CC1=NNC(=O)C1CCC(=O)N/N=C\c1ccc(Cl)c(Cl)c1 (stereo not given)	-7%	?	4%	-17%	-8%	0%	2%	3%	1%	-1%
O=C(CN1CCN(S(=O)(=O)c2ccccc2)CC1)NC1CC1	0%	0%	6%	-17%	0%	0%	0%	-2%	-1%	8%
Cc1[nH]n(-c2ccc(Cl)cc2)c(=O)c1/C=N/c1nnc(-c2ccccc2)s1	19µM*	/	6%	-7%	25%	17%	10%[10 µM]	-2%	0%	0%
Cn1c(SCc2nc3ccccc3[nH]2)nnc1-c1cnccn1	1%	-7%	11%	-2%	20%	2%	18%[10 µM]	15%	3%	-5%
CC(C)NC(=O)C(=O)NCCC1CCCCN1S(=O)(=O)c1cccs1 (stereo not given)	4%	/	-4%	/	-8%	-3%	/	2%	3%	-4%
O=C(NCCN1CCOCC1)c1cc2ccccc2[nH]1	-1%	9%	2%	-11%	13%	5%	78%	3%	3%	2%
CCOC(=O)N1CCC(n2c(SCC(=O)NCc3ccco3)nc3ccsc3c2=O)CC1	-2%	-3%	-21%	-3%	-22%	11%	12%	-2%	/	-5%
COc1ccc(C(=O)NC(CCSC)C(=O)NC2CC2)cc1 (stereo not given)	/	/	0%	/	1%	-1%	/	0%	-20%	0%
O=C1CCCc2nc(N3CCN(C(=O)c4ccco4)CC3)ncc21	27µM*	-7%	21µM*	18%	?	0%	19%	4µM*	-1%	2.5µM*
CCCCOC(=O)c1ccccc1N1C(=O)C2C3CCC(C3)C2C1=O (stereo not given)	2%	4%	2%	-4%	-17%	-3%	?	-4%	0%	-1%
CC(C)C1Nc2ccc(S(=O)(=O)N3CCOCC3)cc2NC1=O (stereo not given)	-1%	-6%	1%	1%	-5%	-6%	19%	-2%	-4%	1%
O=C(NC1CC(=O)N(c2ccc(F)cc2)C1)N1CCN(C(=O)c2ccco2)CC1 (stereo not given)	4%	/	-1%	/	-1%	2%	/	-2%	2%	-5%
COc1ccc(CNC(=O)c2ccc(=O)oc2)cc1OC	1%	-1%	5%	2%	-4%	-5%	?	-3%	0%	-4%
COc1ccc(/C=N\Nc2ccccc2[N+](=O)[O-])c(C(=O)O)c1OC	?	/	10%	?	22%	5%	41%	0%	1%	-2%
O=C(C[C@H]1C(=O)N(C2CCCCC2)C[C@@H]1Cc1ccccc1)Nc1ccccc1	0%	5%	-6%	-3%	-4%	2%	29%	-1%	-4%	-1%
CN1C(=O)[C@H]2[C@@H](/C=C/c3ccccc3)N3C(=O)CN(CC4CC4)C(=O)[C@@]3(C)[C@H]2C1=O	0%	-3%	0%	1%	14%	10%	4%	-4%	15%	0%
Cc1onc(-c2ccccc2Cl)c1C(=O)NC(=S)Nc1ccccc1C(N)=O	-2%	/	0%	-13%	-8%	8%	?	-1%	8%	-5%
COc1ccc(NCc2n[nH]nc2-c2ccccc2)cc1Cl	1%	-7%	0%	17%	-9%	3%	13%	-2%	-1%	0%
CCN(Cc1ccccc1)C(=O)c1[nH]c2ccc(OC)cc2c1C	-3%	-2%	-2%	-8%	-27%	-3%	-16%	1%	-1%	-11%
CCOc1ccccc1CNC(=O)CNC(=O)c1cccs1	2%	-1%	-3%	8%	-28%	-2%	1%	-4%	-33%	2%
Clc1ccc(-n2ncc3c(N4CCCCCC4)ncnc32)cc1	0.19µM*	?	0.15µM*	14µM*	-25%	-7%	?	-11%	?	-18%
CNC(=O)CSc1nc(N)c2c3c(sc2n1)CCC3	?	2%	?	0%	8%	11%	-8%	-1%	/	1%
O=C(CSC1=Nc2ccccc2C2=NC(CC(=O)N3CCN(c4ccccc4)CC3)C(=O)N12)NCC1CCCO1 (stereo not given)	0%	5%	2%	23%	-1%	1%	22%	0%	7%	-11%
CSc1nc2n(n1)C(c1cccs1)C1=C(CCCC1=O)N2 (stereo not given)	-3%	8%	3%	3%	1%	-2%	2%	1%	-3%	-3%
CCOc1ccc2ccccc2c1C(=O)N[C@@H]1C(=O)N2[C@@H]1SC(C)(C)[C@@H]2C(=O)O	-1%&-18%	12%	-1%	-10%	16%&0%	-4%	-5%	-2%&-2%	4%&-1%	2%&-1%
Cc1ccc(OCC(=O)NCc2ccc3c(c2)OCO3)c([N+](=O)[O-])n1	5%	?	6%	-6%	-2%	-2%	11%	0%	-6%	2%
CC1CCC(NC(=O)CCS(=O)(=O)c2ccc3c(c2)CC(C)N3C(=O)C2CC2)CC1 (stereo not given)	-1%	-1%	0%	1%	-2%	9%	-25%	-1%	?	0%
COC(=O)CSc1nccc(-c2cccs2)n1	-18%	13%	5%	-5%	5%	1%	-8%	-4%	-2%	-10%
CCOc1ccc(C(=O)NC(=S)Nc2ccccc2N2CCOCC2)cc1Br	2%	-24%	-3%	4.5µM*	-24%	5%	3.2µM*	-2%	2%	-3%
COc1ccc(N2C(=O)C3C(C2=O)C3(c2ccccc2)c2ccccc2)cc1 (stereo not given)	5%	/	-9%	-7%	-21%	-4%	-3%	1%	6%	-11%
Cc1[nH]c(C)c(S(=O)(=O)Nc2ccccc2Cl)c1C(=O)N1CCCC1	1%	-3%	0%	1%	4%	0%	2%	0%	-2%	1%
COc1ccc(S(=O)(=O)N2CCCCCC2)cc1C(=O)N(C)CC(=O)Nc1ccc(F)cc1	0%	/	-4%	/	10%	-4%	/	3%	-7%	-1%
O=C(N/N=C/c1ccccc1)c1cc(-c2ccc3c(c2)OCO3)n[nH]1	-5%	-6%	2%	-13%	10%	12%	16%	-5%	-2%	-2%
CCOc1ccc(S(=O)(=O)N2CCCCC2)cc1NC(=O)CN1C(=O)NC(CC)(c2ccccc2)C1=O (stereo not given)	5%	-4%	-8%	-4%	-46%	-3%	11%	-4%	16%	1%
O=C(NC1CCCCCCC1)c1ccco1	-1%	1%	2%	12%	45%	12%	?	3%	/	3%
COC(=O)c1ccc(OCC(O)CN2CCN(C(=O)c3ccco3)CC2)cc1 (stereo not given)	-1%	-14%	2%	-2%	10%	-1%	-7%	5%	3%	6%
CCN(CC(=O)NCc1cccs1)C(=O)/C=C/c1cc(Br)ccc1OC(F)F	0%	/	1%	/	-7%	-4%	/	0%	7%	-1%
CC(CCc1ccccc1)NC(=O)c1ccc(NC(=O)c2ccc(Cl)cc2Cl)cc1 (stereo not given)	0%	?	3%	-14%	14%	10%	0%	-7%	-6%	-3%
O=C(c1ccc(Br)cc1)N1CCCc2ccccc21	-3%	2%	-3%	0%	4%	2%	-6%	-3%	2%	-2%
c1ccc2c(c1)c1ccccc1n2CN1CCOCC1	0%	3%	8%	-6%	20%	-5%	-20%	0%	1%	-7%
Cc1ccc(Cl)cc1N(C)C(=O)Cn1ncc2c([nH]c3ccccc32)c1=O	3%	-1%	-4%	-7%	-44%	-5%	11%	0%	6%	-1%
Cc1cccc(C(=O)Nc2ccc3c(c2)nc(C)n3C)c1	3µM*	-4%	?	?	36%	19%	?	0.4µM*	-11%	0.32µM*
CCN(CC)c1ccc(CC(=O)NC(C)Cc2ccccc2)cc1 (stereo not given)	-2%	3%	-4%	0%	-24%	-5%	-4%	-4%	4%	3%
O=C(Nc1cccc(Cl)c1N1CCCC1)c1cccc(-c2cc3ccccc3oc2=O)c1	?	3%	0%	16%	29%	4%	35%	?	12%	?
Cc1cccc(-c2nc(CN3CCCC(C(=O)NC4CCCCC4)C3)c(C)o2)c1 (stereo not given)	0%	-3%	-9%	1%	-36%	-4%	-13%	1%	/	7%
COc1ccc(/C(=N\Nc2ccccc2C(=O)O)c2ccccc2)cc1	9.5µM*	-5%	12%	-9%	33%	?	?	17%	-12%	26%
COc1cc(Cl)ccc1OCc1cc(C(=O)NC2CCc3ccccc32)no1 (stereo not given)	3%	-3%	4%	-18%	-3%	6%	-28%	0%	0%	2%
CNC(=O)c1cn(-c2ccccc2)c(=O)c2ccccc12	7%	-11%	-1%	-6%	2%	-5%	-3%	-3%	/	1%
Cc1nc(NC(=O)CSc2nnc(N)s2)c(Cl)cc1Cl	-6%	/	1%	4%	-1%	-5%	-31%	-8%	-2%	-2%
CCOC(=O)C(=Cc1ccc(F)cc1)C(=O)OCC	0%	-8%	-20%	?	/	-36%[inhibitor]	10µM*	-17%	/	11%
Cc1ccc(C(=O)c2cc([N+](=O)[O-])ccc2N2CCOCC2)cc1C	4%	/	0%	-6%	-70%	5%	3%[10 µM]	-27%	-10%	-16%
